Source: PubChem (National Center for Advancing Translational Sciences (NCATS))
RECQ1 helicase: RECQ1 (human) helicase inhibition; P46063; RECQ1 DNA unwinding, red fluorescence kinetic read; 240,000 compounds, 0.54% hits; Potency, µM (series often up to 57.3 µM), for the others: top-dose activity, negative = inhibition, usual class: inhibitors;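 also: plate controls were vehicle for no effect and no enzyme for full effect; nearly all actives have a fitted effect of over 30% in size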
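50 nM RECQ1T1 preincubated 15 min with compound in Tris pH 8.0 buffer with MgCl2, DTT, Tween-20 and 2.5 ug/ml poly(dI-dC); started with 200 nM TAMRA/BHQ-2 forked duplex and 2 mM ATP. Unwinding read as fluorescence (525/598 nm), two reads 2 h apart.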
SMN2 splice enh: enhancers of SMN2 splice variant expression; AID 1458; 210,000 compounds, 2.8% hits; Potency, µM (top dose mostly 46.1 µM), without a hit: at the highest dose activity change, positive = activation, most hits filed as activators; HEK293 SMN2-luciferase splicing reporter, luminescence, 30-36 h; also: % of control where 0% means no effect; nearly all actives have a fitted effect of over 55% in size
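HEK293 cells carry an SMN2 […]–luciferase reporter in which exon 7 inclusion puts luciferase in frame. Cells were plated 10-12 h before compound addition, then incubated 30-36 h at 37C. ONE-Glo luminescence was read; sodium butyrate at 4.5 mM final served as control.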
TexasRed fluor: Texas Red fluorescence interference in TRb-SRC2 counter-screen | TRb/SRC2 Texas Red total fluorescence interference | 280,000 compounds, 0.29% hits | Potency, µM (doses to about 106 µM), for inactives: at the top dose fluorescence change, negative = quenching; active = well fitted curve in either direction with a large enough effect; inconclusive = small, poorly fitted or top-dose-only effect; also: % is scaled to controls: 0 for no effect and ±100 for the full control effect
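Human TRβ ligand-binding domain (0.6 uM) and Texas Red SRC2 peptide (20 nM) in Tris buffer with 1 uM T3 and 5% DMSO were incubated with pinned compound for 5 hr at ambient temperature. Total fluorescence was computed as S + 2P (555/632 nm).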
GoLoco inh red: blocks human Gai1 binding to RGS12 GoLoco peptide, red readout | P63096 | Gai1:RGS12 GoLoco peptide FP, rhodamine, 10 min | Potency, µM (top dose mostly 61.6 µM), inactives show at the top dose activity, negative = inhibition, usual class: inhibitors | 230,000 compounds, 0.44% hits; active = well fitted inhibition curve with a large enough effect, not every such curve was filed as active; inactive = no such curve, though single readings can be large or run the other way; also: % is scaled to controls: 0 for no effect and ±100 for the full control effect; nearly all actives have a fitted effect of over 30% in size; many of its hits are not listed in these tables
ALDH1A1 block: blocks purified human ALDH1A1 activity. P00352. Purified ALDH1A1, NADH fluorescence, propionaldehyde substrate. Potency, µM (highest dose often 75.3 µM), for the others: at the highest dose activity, negative = inhibition, actives largely listed as inhibitors. 220,000 compounds, 7.3% hits. AID 1030; active = well fitted inhibition curve with a large enough effect, not every such curve was filed as active; inconclusive = small, poorly fitted or top-dose-only effect, or another doubt; inactive = no such curve, though single readings can be large or run the other way;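 also: plate controls were no enzyme wells and a reference inhibitor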
Target sequence (P00352 whole entry, looked up): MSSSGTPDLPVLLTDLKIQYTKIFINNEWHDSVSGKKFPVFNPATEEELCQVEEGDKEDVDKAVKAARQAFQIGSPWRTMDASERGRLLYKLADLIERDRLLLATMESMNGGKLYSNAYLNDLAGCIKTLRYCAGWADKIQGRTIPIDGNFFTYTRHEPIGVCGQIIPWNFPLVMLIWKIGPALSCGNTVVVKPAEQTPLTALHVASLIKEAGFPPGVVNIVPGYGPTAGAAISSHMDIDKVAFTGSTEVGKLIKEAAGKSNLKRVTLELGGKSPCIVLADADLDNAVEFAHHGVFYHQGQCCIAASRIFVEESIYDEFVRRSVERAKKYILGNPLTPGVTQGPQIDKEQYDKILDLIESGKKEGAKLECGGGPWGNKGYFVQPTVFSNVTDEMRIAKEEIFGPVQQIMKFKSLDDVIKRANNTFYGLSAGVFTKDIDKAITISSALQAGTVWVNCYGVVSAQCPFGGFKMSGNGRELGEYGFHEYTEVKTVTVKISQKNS
Lamin A splicing: LMNA splicing modulation. 200,000 compounds, 0.01% hits. Potency, µM (top dose mostly 46.1 µM), inactives show top-dose ratio change, negative = inhibition, actives largely listed as inhibitors. HeLa LMNA splicing GFP/RFP minigene ratio, 48 h; active = well fitted inhibition curve with a large enough effect in the signal ratio, with a control signal flat, not every such curve was filed as active; inconclusive = small, poorly fitted or top-dose-only effect, or effect the other way, or a change in a side signal; the % refers to the signal ratio; also: % is scaled to controls: 0 for no effect and ±100 for the full control effect
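S3 HeLa cells stably expressing lamin A-EGFP splicing minigene plus DsRed2, 600 cells/well, 48 h compound exposure at 37C. Laser-scanning cytometry; analysed as GFP (500-530 nm)/RFP (575-640 nm) total intensity ratio; 0.5% DMSO vehicle.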
TRb SRC2 PPI: inhibitors of human thyroid hormone receptor beta-SRC2 interaction. TRbeta-SRC2 peptide binding, fluorescence polarization; receptor liganded with 1 µM T3. AID 1469. 280,000 compounds, 0.065% hits. Potency, µM (doses to about 106 µM), without a hit: at the highest dose activity change, negative = inhibition, usual class: inhibitors. P10828;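 also: plate controls were bound peptide for no effect and peptide without receptor for full effect; nearly all actives have a fitted effect of over 50% in size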
Target sequence (P10828 whole entry, looked up): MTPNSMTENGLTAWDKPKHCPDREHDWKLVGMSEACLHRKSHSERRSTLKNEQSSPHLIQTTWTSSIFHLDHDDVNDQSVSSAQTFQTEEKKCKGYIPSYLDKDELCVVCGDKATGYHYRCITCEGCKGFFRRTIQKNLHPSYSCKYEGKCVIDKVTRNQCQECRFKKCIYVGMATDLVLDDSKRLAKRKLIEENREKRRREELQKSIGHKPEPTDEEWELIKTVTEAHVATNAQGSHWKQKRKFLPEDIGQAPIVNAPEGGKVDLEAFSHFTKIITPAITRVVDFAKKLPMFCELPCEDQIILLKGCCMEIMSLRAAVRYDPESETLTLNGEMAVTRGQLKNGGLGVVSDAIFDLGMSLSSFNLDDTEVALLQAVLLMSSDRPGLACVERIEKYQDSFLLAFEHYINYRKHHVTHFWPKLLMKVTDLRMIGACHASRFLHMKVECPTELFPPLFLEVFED
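A fluorescence polarization screen tested compounds at multiple concentrations against complex formation between 0.6 uM TRb ligand-binding domain and 20 nM Texas Red SRC2 peptide, with 1 uM T3 present; readout after 5 hr.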
KDM4E inh: inhibitors of human JMJD2E histone demethylase. Potency, µM (doses to about 57.1 µM), without a hit: at the top dose activity change, negative = inhibition, most hits filed as inhibitors. AID 2147. B2RXH2. 230,000 compounds, 1.6% hits. JMJD2E catalytic domain, FDH-coupled NADH fluorescence (FDH is formaldehyde dehydrogenase); active = well fitted inhibition curve with a large enough effect, not every such curve was filed as active; inconclusive = small, poorly fitted or top-dose-only effect, or another doubt; inactive = no such curve, though single readings can be large or run the other way;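 also: 0% = wells with enzyme and -100% = buffer wells without enzyme; nearly all actives have a fitted effect of over 50% in size; many of its hits are not listed in these tables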
* marks the source's active call; other numbers are inactive results; i = inactive; ? = inconclusive; / = not tested or not shown; [ ] = dose if it differs, or a comment. Unless noted, calls follow the shape of the dose curve; as a rule, active = well fitted curve in the direction sought with a large enough effect; inconclusive = small, poorly fitted or top-dose-only effect, or another doubt; inactive = no such curve, though single readings can be large; an effect the other way counts as inactive or inconclusive. Potency is read from the fitted curve at half-maximal effect. Some of the compounds tested; count on the stated rates, not on these rows.

SMILES	RECQ1 helicase	SMN2 splice enh	TexasRed fluor	GoLoco inh red	ALDH1A1 block	Lamin A splicing	TRb SRC2 PPI	KDM4E inh
O=C(/C(C=Nc1ccc(F)cc1)=C(/O)c1ccco1)C(F)(F)F	1%	?	1%	3%	-2%	-4%	17%	1%
Cc1ccc(S(=O)(=O)N(C)C)cc1NS(=O)(=O)c1ccc(Cl)s1	-1%	-1%	-2%	12%	?	-11%	-1%	0%
CCN1CCN(c2ncnc3c2nnn3Cc2ccccc2)CC1	0%	9%	-3%	6%	-10%	9%	6%	4%
COC(c1ccccc1)C(C)C(OC)C(C)C(OC)C(C)C(C)=O (stereo not given)	8%[11.5 µM]	/	-3%[11.2 µM]	/	5%[13.5 µM]	/	0%[11.2 µM]	/
Cc1cc(=O)oc2cc(OCc3ccc(C(=O)OCC(=O)NC4CCS(=O)(=O)C4)cc3)ccc12 (stereo not given)	-8%	/	-3%	16%	/	/	-3%	?
COc1ccc(N2CCN(C(c3cccs3)C(C)NC(=O)c3ccc4c(c3)OCO4)CC2)cc1 (stereo not given)	15%	-20%	-2%	-8%	-1%	/	0%	-3%
Clc1ccccc1-c1nn2c(COc3ccccc3)nnc2s1	-7%	?	1%	18%	20µM*	?	-24%	?
O=C(CN1CCCc2ccccc21)Nc1ccccc1[N+](=O)[O-]	-4%	-11%	-4%	7%	-10%	/	-1%	-1%
CN(c1ccc(OCC(=O)Nc2nc(-c3ccccc3)cs2)cc1)S(=O)(=O)c1ccc(F)cc1	-5%	-9%[1.84 µM]	2%	-2%	-2%	?	9%	3%
O=S1(=O)c2cccc3cccc(c23)N1Cc1nnc(-c2ccccc2Br)o1	7%	-45%[inhibitor]	3%	7%	?	?	-8%	?
Cc1oc(-c2cccs2)nc1CN1CCN(CC(C)C)C(CCO)C1 (stereo not given)	i	/	-4%	8%	?	/	-6%	?
NC(=O)c1c(NC(=O)Cn2cc([N+](=O)[O-])cn2)sc2c1CCCC2	-4%	-10%	-1%	4%	-3%	15%[46 µM]	5%	4%
O=C(NCc1ccccn1)c1ccc2ccccc2n1	-11%	1%	-2%	22%	-6%	-2%	-3%	0%
CCOc1ccc(/C=C2/Sc3ccc(C(=O)N4CCN(C(=O)c5ccco5)CC4)cc3N(C)C2=O)cc1OC	-4%	-72%[inhibitor]	-2%	1%	?	-6%[46 µM]	-5%	-24%
COc1ccc(C(=O)NCc2nnc(SCC(=O)Nc3cc(C)cc(C)c3)o2)cc1OC	-5%	-11%	-5%	10%	4%	2%	-5%	7%
COC(=O)c1ccccc1NC(=S)NC(=O)C1CC1	-5%	1%	-2%	-8%	?	4%	-17%	1%
COc1ccc(S(=O)(=O)Nc2nc3ccccc3nc2NCC2CCCO2)cc1 (stereo not given)	-3%	/	-3%	3%	/	/	4%	?
CCCCCC/C(=N\NS(C)(=O)=O)c1ccccc1	-14%	-13%	-5%	8%	-6%	-5%	1%	-2%
O=C(C1=C[C@@H](c2coc3ccccc3c2=O)C[C@@H](OCCCCO)O1)N1CCN(Cc2ccccc2)CC1	-7%	/	0%	-5%	?	/	4%	12%
CCOC(=O)c1c(NC(=O)COc2cccc3c2CCN(Cc2ccc(F)cc2)C3=O)sc2c1CCC2	9%	11%	-2%	-1%	5%	-2%	2%	1%
COC(=O)Cn1cc(C(=O)C(F)(F)F)c2ccccc21	-8%	/	1%	9%	0%	7%[46 µM]	0%	4%
Cc1ccc(-c2onc3ccc(Cl)cc23)cc1	i	-6%	2%	7%	-1%	-2%	-4%	14%
Cc1nnc(N(C(=O)c2cnccn2)c2ccccc2)s1	-3%	-13%	-5%	1%	10%	0%	-3%	12%
CC(=O)Nc1ccc(NC(=O)COC(=O)Cc2cccs2)cc1	-5%	12%	-3%	12%	-5%	9%	-2%	3%
COC(=O)CC[C@@H](C(=O)O)N1C(=O)c2ccccc2C1=O	-7%	-12%	1%	9%	-10%	8%	1%	6%

(next part)
SMILES	RECQ1 helicase	SMN2 splice enh	TexasRed fluor	GoLoco inh red	ALDH1A1 block	Lamin A splicing	TRb SRC2 PPI	KDM4E inh
Cc1noc(C(=O)Nc2c(C)n(C)n(-c3ccccc3)c2=O)c1Cl	-4%	6%	-2%	6%	6%	-9%	1%	0%
CCN(CC)CCCN=Cc1c(O)n(Cc2ccccc2)c(=O)c2ccccc12	13%	40%	-1%	1%	?	-9%	-12%	13%
Cc1ccccc1C1c2[nH]c3ccccc3c2CCN1CCCn1cccn1 (stereo not given)	14%	/	3%	-2%	?	/	-6%	?
O=C(Nc1cnn(Cc2ccc(Cl)cc2)c1)c1cnccn1	-6%	-13%	1%	99%[activator]	-8%	21%	3%	-4%
Cn1c(NC(=O)Cc2cccs2)cc(=O)n(C)c1=O	-3%	-4%	-2%	5%	?	5%	-1%	11%
COc1ccccc1/C=C/C(=O)NCC(=O)N/N=C/c1ccccc1	-12%	-10%	-1%	7%	-18%	/	-8%	?
CCOC(=O)c1c(C)oc2cc(Br)c(OCC(N)=O)cc12	-11%	-10%	3%	5%	2%	-5%	-3%	2%
COc1ccc(-n2c(=O)/c(=C\c3cccs3)s/c2=C(/C#N)C(=O)NCCN2CCOCC2)cc1	i	42%	-1%	12%	13%	/	-2%	4%
Cc1ccc2sc(NNC(=O)C3COc4ccccc4O3)nc2c1C (stereo not given)	-4%	10µM*	1%	-4%	?	?	1%	?
COC(=O)c1cccc(NC(=O)Cc2ccccc2[N+](=O)[O-])c1C	7%	-31%[inhibitor]	-1%	3%	1%	-2%	-26%	-6%
COCCCNC(=O)C(C#N)c1nc2ccccc2nc1N1CCCC1 (stereo not given)	?	-10%	-2%	11%	?	-8%	-9%	?
COc1ccc(-c2cccc(C3CC=CC4C3C(=O)N(Cc3ccccc3)C4c3cc(C)ccc3F)c2)cc1 (stereo not given)	i	/	-1%	7%	/	/	-2%	?
O=C(CSc1nc(-c2ccco2)cc(C(F)(F)F)n1)NN1CCOCC1	22%	-15%	-1%	3%	-7%	/	1%	6%
COC(=O)NCc1cccc(CNC(=O)OC)c1	i	-12%	0%	-5%	18%	-5%	1%	2%
Cc1cc(=O)oc2cc(Oc3ccc([N+](=O)[O-])cc3[N+](=O)[O-])ccc12	-18%	-6%	?	-15%	?	?	-1%	?
O=C1N=C2N(CCN3CCCCC3)c3ccccc3N2/C1=C\c1ccc([N+](=O)[O-])o1	-10%	-43%[inhibitor]	0%	9%	?	?	-1%	2%
O=C(Cc1ccccc1)Nc1cccc(N2C(=O)C=CC2=O)c1	-3%	?	0%	-28%	0.71µM*	?	0%	11%
CC(C)C1Cc2c(C#N)c(N)sc(=S)c2CO1 (stereo not given)	-1%	2%	-3%	4%	?	20%	2%	-1%
O=C(OCCOCCN=C1NS(=O)(=O)c2ccccc21)C1CC(=O)N(c2ccccc2)C1 (stereo not given)	i	-6%	-3%	-3%	8%	1%	-11%	0%
CC(=O)Nc1ccc(S(=O)(=O)NNC(=O)CCC(=O)Nc2cc(C)ccc2C)cc1	i	8%	-2%	3%	3%	13%	-1%	0%
COc1ccc(S(=O)(=O)Nc2cc(C)c(O)c(S(=O)(=O)c3ccccc3)c2)cc1	-8%	?	-2%	-4%	?	3%	-4%	3%
CC(=O)c1cnc2cc(-c3ccccc3)nn2c1C	-9%	16µM*	-3%	11%	?	-5%	0%	-8%
Cc1ccc2nc(NC(=O)CSCC(=O)OCC(=O)c3ccc(Br)cc3)sc2c1	-6%	-33%[inhibitor]	-6%	8%	?	10%	1%	1%
COc1cc(-c2coc3cc(OC)c(OC)c(OC)c3c2=O)cc(OC)c1OC	-3%	6%	0%	3%	3%	/	-3%	2%
CCOC(=O)c1ccc(NC(=O)c2cc(OC)c(OC)c(OC)c2Br)cc1	-9%	0%	-3%	0%	-12%	0%	-4%	1%

Next part
SMILES	RECQ1 helicase	SMN2 splice enh	TexasRed fluor	GoLoco inh red	ALDH1A1 block	Lamin A splicing	TRb SRC2 PPI	KDM4E inh
O=C(c1ccncc1)N1CCN(c2cccc(C(F)(F)F)c2)CC1	-6%	14%	-7%	1%	9%	11%	-2%	2%
COc1ccc(N2C(=O)/C(=C/c3ccc([N+](=O)[O-])cc3)N=C2C)cc1	-6%	-1%	-1%	13%	?	-9%[46 µM]	-3%	-14%
CCOC(=O)C1=C(c2ccccc2)ON(C)C1c1ccccc1 (stereo not given)	i	-4%	-2%[53 µM]	0%	1%	-18%	2%[53 µM]	-22%
CCn1cc(C(=O)NCCCN(C)C)c(=O)c2cc(F)c(N3CCN(C)CC3)cc21	34%[activator]	5%	-1%	5%	?	-12%	-9%	?
C=CCc1ccc(OCC(O)CN2CCCCC2C)c(OC)c1 (stereo not given)	-14%	0%	3%	7%	?	-4%	-18%	-2%
Clc1ccc(CSc2snnc2-c2ccccc2)cc1	-16%	-12%	-1%	0%	-3%	?	-2%	-1%
CN(C)/C=C\C(=C/C(=O)C(F)(F)F)Nc1ccccc1Oc1ccccc1	20%	-33%[inhibitor]	-3%	8%	3%	/	7%	5%
Cn1cc([N+](=O)[O-])c(C(=O)Nc2ccc(C(=O)N3CCCCC3)cc2)n1	?	2%	0%	-3%	-12%	?	0%	-19%
CCOc1cc(C2NC(=O)NC(O)(C(F)(F)F)C2C(=O)c2ccccc2)ccc1OC (stereo not given)	-3%	-4%	-1%	5%	?	14%	4%	0%
Cn1ncc(C#N)c1NC(=O)c1nn2cccnc2c1Cl	i	-3%	-3%	1%	9%	4%	4%	6%
CC(C)CNS(=O)(=O)c1ccc(CCC(=O)N2CCOCC2)cc1	5%	2%	2%	-6%	-12%	-3%	5%	9%
